HepG2 viability: kills HepG2 cells in TGF-b inhibitor counter-screen | 0.76% of 410,000 active | AID 588856 | HepG2 CAGA-GFP viability, ATP luminescence, 18 h | Potency, µM (doses to about 46.1 µM), for the others: at the top dose activity change, negative = cytotoxicity, most hits filed as cytotoxic; further: potency means the concentration at half of the fitted maximal effect; some results filed as inactive show a strong effect at the top dose
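HepG2 CAGA-GFP cells (1000/well, DMEM with 1% FBS) received compound, then TGF-beta at 500 pg/mL final, and were incubated 18 hours at 37 degrees C. Viability was read by CellTiter-Glo luminescence. Media-only wells were set as complete cell-killing and DMSO as no toxicity.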
A549 tox: A549 cytotoxicity, counter-screen for Nrf2 inhibitors | Potency, µM (doses to about 46 µM), for the others: at the top dose activity change, negative = cytotoxicity, usual class: inhibitors | 0.16% of 390,000 active | A549 ARE-Fluc cells, CellTiter-Fluor viability, 18-24 h | AID 504648; further: potency means the concentration at half of the fitted maximal effect; on the % scale 0 is the no-effect control and ±100 the full control effect
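A549 ARE_Fluc cells in 5% FBS OPTI-MEM were exposed to compounds in concentration-response for 18-24 h at 37 deg C. Viability was read by CellTiter-Fluor fluorescence (Ex 405/Em 525) after 30 min, before the luciferase read.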
pAkt inh: inhibitors of Akt phosphorylation. 0.32% of 360,000 active. activity change, % for hits at 50 µM. Neuro2A IGF-stimulated pAkt S473 HTRF, 20 min; stronger effect = lower value; in the data active means activity change below about -80%; inconclusive means mostly about -51% to -80%; further: on the % scale 0 is the no-effect control and ±100 the full control effect
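Neuro2A cells (4,500/well, DMEM with 0.5% FBS) were treated with compound at a single 50 µM final concentration, stimulated with 6 nM IGF for 20 min at 37 °C, and lysed. Phospho-Akt Ser473 was read by HTRF as 665/615 ratio ×10^4.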
TGFb SMAD3 inh: blocks TGF-b signaling; Potency, µM (titrated, usually from 46.1 µM), for inactives: at the top dose activity, negative = inhibition, hits mostly inhibitors; 1.2% of 410,000 active; HepG2 CAGA-GFP TGF-b/SMAD3 reporter, GFP fluorescence, 18 h; TGF-beta stimulated, 500 pg/mL final; AID 588855; further: potency means the concentration at half of the fitted maximal effect; on the % scale 0 is the no-effect control and ±100 the full control effect; nearly all actives have a fitted effect of over 65% in size
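GFP signal (ex488/em500-530) from TGF-beta-stimulated HEPG2 CAGA-GFP cells, 500 pg/mL final, 18 h at 37 degrees C in DMEM plus 1% FBS, normalized to unstimulated and DMSO-stimulated controls.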
Nrf2 block: blocks Nrf2 signaling. 2.1% of 360,000 active. Potency, µM (series often up to 46 µM), for inactives: at the highest dose activity change, negative = inhibition, most hits filed as inhibitors. A549 ARE-Fluc reporter, luciferase luminescence, 18-24 h; further: potency means the concentration at half of the fitted maximal effect; on the % scale 0 is the no-effect control and ±100 the full control effect; nearly all actives have a fitted effect of over 60% in size
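A549 ARE_Fluc cells, 5000/well, 5% FBS OPTI-MEM; compounds in dose-response, 18-24 h at 37 °C/5% CO2; CellTiter-Fluor viability read (Ex 405/Em 525), then BugLite luciferase luminescence = Nrf2 activity.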
Nrf2 ARE act: activates Nrf2 signaling; AREc32 ARE-luciferase reporter (MCF7-derived line), luminescence, 24 h; Potency, µM (top dose mostly 46.1 µM), for inactives: top-dose activation, most hits filed as activators; 0.31% of 410,000 active; AID 624171; further: potency means the concentration at half of the fitted maximal effect; % of control where 0% means no effect; nearly all actives have a fitted effect of over 65% in size
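Luciferase luminescence (Steady-Glo, 30 min at room temperature) served as the read-out of ARE activation in AREc32 cells treated with compounds for 24 hr at 37 deg C.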
CCT chaperon mod: changes cytosolic chaperonin activity. purified chaperonin ATPase assay, HTRF ADP detection, 30 min. 0.3% of 360,000 active. activity change, % (no concentration beside the values), hits read low; in the data active means activity change below about -30%; further: on the % scale 0 is the no-effect control and ±100 the full control effect
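Enzyme 40 or 20 nM (batch-dependent) in Tris pH 7.4/KCl/MgCl2/DTT; cpd 76 uM single point; ATP 10 uM; 30 min 37 °C; Transcreener ADP HTRF detection, 30 min RT; ratio 665/615.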
Abeta yeast res: A-beta toxicity reversal in yeast; 0.063% of 410,000 active; AID 1347071; Potency, µM (doses to about 46.1 µM), inactives show at the top dose growth rescue, most hits filed as activators; yeast expressing A-beta42, growth rescue, OD600, 48 h; response scale: 0% DMSO, 100% iron-clioquinol control; further: potency means the concentration at half of the fitted maximal effect; nearly all actives have a fitted effect of over 55% in size
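Yeast A-beta toxicity model in growth medium with pinned compounds, 48 h at 30 C; growth read as absorbance at 600 nm. Normalized to FeCl3/clioquinol equimolar mix (positive) and DMSO (negative).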
Mm-Cpn inhibitor: M. maripaludis TRiC chaperonin inhibition; purified Mm-Cpn ATPase, ADP Transcreener TR-FRET; Potency, µM (top dose mostly 76.9 µM), inactives show at the highest dose activity, negative = inhibition, most hits filed as inhibitors; 0.031% of 330,000 active; further: potency means the concentration at half of the fitted maximal effect; on the % scale 0 is the no-effect control and ±100 the full control effect; nearly all actives have a fitted effect of over 80% in size
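Eu-cryptate anti-ADP/ADP-d2 competition gives a ratio inversely related to ADP. Enzyme at 25 nM was pre-exposed to compound for 10 min, then given 10 uM ATP for 30 min, 37°C throughout.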
Starred values were filed as active, the others as inactive; i = inactive; ? = inconclusive; . = not tested or not shown; & = joins results of further samples; [ ] = dose if it differs, or a comment. Unless noted, the call rests on the fitted dose curve; in most records, active means well fitted curve in the direction sought with a large enough effect; inconclusive means small, poorly fitted or top-dose-only effect, or another doubt; inactive means no such curve, though single readings can be large; an effect the other way counts as inactive or inconclusive.

structure	HepG2 viability	A549 tox	pAkt inh	TGFb SMAD3 inh	Nrf2 block	Nrf2 ARE act	CCT chaperon mod	Abeta yeast res	Mm-Cpn inhibitor
COc1ccccc1CCNC(=O)Cn1ccc2cc(S(=O)(=O)N3CCCC3)ccc21	-5.5%	-9.5%	i	-2.3%	0.0%	1.9%	1.9	7.6%	-0.7%
Clc1ccc(C2Nc3cccc4cccc(c34)N2)cc1	-4.8%	-12.4%	i	-1.4%	7.3%	-0.1%[9.22 µM]	-55.5*	3.9%	0.7%
COc1ccc(OC)c(S(=O)(=O)NCC(=O)NC2CCCCCC2)c1	0.7%	0.1%	i	5.9%	1.2%	0.2%	-5.5	2.4%	-0.5%
CCN(CC(=O)Nc1ccc2c(c1)OCCO2)C(=O)c1ccc(Cl)cc1Cl	-5.8%	-9.1%	i	-6.0%	?	-0.1%	-17.2	-9.0%	1.6%
COc1ccc(CN2CCC(C(=O)N3CCCC(C)C3)CC2)cc1OC (stereo not drawn)	-0.5%	7.4%	i	1.3%	1.6%	-0.9%	-0.9	-14.1%	-2.3%
CCCN(CCC)S(=O)(=O)c1ccc(C(=O)N2CCOCC2)cc1	-2.8%	-5.2%	i	1.5%	.	0.1%	-3.3	6.7%	?
Cc1nn(CC(=O)O)c(=O)c2ccccc12	-0.8%	-1.1%	i	?	-6.4%	-0.8%	-1.2	1.2%	-0.1%
CCc1ccc(/C(C)=N\Nc2ccc([N+](=O)[O-])cc2)cc1	-12.6%	?	i	8.5%	10.8%	5.2%	-1.0	1.9%	-3.9%
COCCNC(=O)C(c1ccc(C)cc1)N(Cc1ccccc1)C(=O)CCC(=O)Nc1ccccn1 (stereo not drawn)	40.5%	0.5%	i	22.4%	-17.9%	0.3%	-1.1	0.2%	1.1%
CCn1cc(/C=C(\NC(=O)c2ccc(C)cc2)C(=O)NCCCN2CCOCC2)c2ccccc21	-12.0%	7.1%	i	3.6%	23.8%	4.4%	-0.3	-19.7%	-0.6%
CC1(C)OC(=O)N(NCc2ccccc2)C1(C)O (stereo not drawn)	6.0%	0.1%	i	10.9%	6.6%	0.3%	2.6	-9.0%	-18.1%
O=C(O)c1cc(Cl)c(Cl)cc1C(=O)Nc1cccc2ncccc12	-0.2%	-4.6%	i	-7.4%	-1.2%	-0.6%[9.22 µM]	1.4	5.5%	-3.1%
C/C(=N\NC(=O)c1ccc(Cl)c(Cl)c1)c1cccc(NC(=O)C(C)C)c1	-18.6%	5.5%	i	-2.2%	-16.6%	-0.4%	0.8	-21.8%	1.8%
COc1ccc(CCNC(=O)CCS(=O)(=O)c2ccc3nc(C)sc3c2)cc1OC	1.3%	-2.3%	i	-5.3%	-3.6%	-1.0%	-1.4	-16.0%	-3.3%
COc1ccc(CNC(=O)c2cc(-c3ccncc3)nc3c(C)cc(C)cc23)cc1OC	7.3%	-12.4%	i	1.3%	-12.0%	0.3%	-6.1	-0.7%	0.2%

Single records, as listed above. Order of screens: HepG2 viability | A549 tox | pAkt inh | TGFb SMAD3 inh | Nrf2 block | Nrf2 ARE act | CCT chaperon mod | Abeta yeast res | Mm-Cpn inhibitor
CCCN(CCC)S(=O)(=O)c1ccc(C(=O)N2CCOCC2)cc1 reads -2.8% | -5.2% | i | 1.5% | . | 0.1% | -3.3 | 6.7% | ?
Cc1nn(CC(=O)O)c(=O)c2ccccc12 reads -0.8% | -1.1% | i | ? | -6.4% | -0.8% | -1.2 | 1.2% | -0.1%
Clc1ccc(C2Nc3cccc4cccc(c34)N2)cc1 reads -4.8% | -12.4% | i | -1.4% | 7.3% | -0.1%[9.22 µM] | -55.5* | 3.9% | 0.7%

The listing picks up, starting 2 compounds before the break.
structure	HepG2 viability	A549 tox	pAkt inh	TGFb SMAD3 inh	Nrf2 block	Nrf2 ARE act	CCT chaperon mod	Abeta yeast res	Mm-Cpn inhibitor
COc1ccc(CCNC(=O)CCS(=O)(=O)c2ccc3nc(C)sc3c2)cc1OC	1.3%	-2.3%	i	-5.3%	-3.6%	-1.0%	-1.4	-16.0%	-3.3%
COc1ccc(CNC(=O)c2cc(-c3ccncc3)nc3c(C)cc(C)cc23)cc1OC	7.3%	-12.4%	i	1.3%	-12.0%	0.3%	-6.1	-0.7%	0.2%
CS(=O)(=O)N(CC(=O)N1CCCCCC1)c1cccc(Cl)c1Cl	-4.1%	-1.7%	i	-0.3%	20.1%	-0.3%	0.1	3.8%	-0.7%
O=C(COC(=O)COc1cccc(C(F)(F)F)c1)NC(=O)NC1CCCCC1	-13.8%	-0.5%	i	0.0%	8.1%	-0.3%	-0.8	6.5%	0.1%
Cn1cccc1C(=O)NCc1ccc(S(N)(=O)=O)cc1	-2.6%	-2.9%	i	2.9%	3.0%	-0.5%	0.6	-3.4%	3.0%
Clc1cccc(Cl)c1CSc1nnc(-c2ccncc2)s1	20.7%	-20.3%	i	33.7%[activator]	?	-0.4%	-4.7	-22.2%	-1.8%
COc1ccc(COC(=O)CN2C(=O)NC3(CCCC3)C2=O)cc1F	-1.1%	7.6%	i	1.5%	5.4%	0.1%	-2.2	-14.1%	-1.8%
CCSc1ncc(Cl)c(C(=O)Nc2ccc(S(=O)(=O)N3CCCCC3)cc2)n1	-19.5%	-2.3%	.	?	-13.5%	7.5%	.	-13.3%	.
CCCCN(CC)C(=O)Cn1c(=O)n(-c2ccc(OCC)cc2)c(=O)c2c3c(sc21)CCC3	2.5%	-11.2%	.	-0.5%	-21.3%	-0.9%	.	-3.9%	.
CC(=O)Nc1ccc(-c2csc(NC=C3C(=O)OC(C)(C)OC3=O)n2)cc1	-13.1%	4.5%	i	2.6%	?	3.6%	-0.2	-3.2%	0.3%
O=C(CNC(=O)c1ccc(-c2ccccc2)cc1)OCc1c(F)cccc1Cl	2.3%	0.7%	i	-5.2%	-3.5%	-0.3%	1.6	1.3%	-1.0%
O=C(CSc1nnc(CNC(=O)c2ccc(F)cc2)o1)Nc1ccc2c(c1)OCCO2	20.7%	5.4%	i	9.5%	16.5%	1.3%	2.0	0.0%	-3.6%
CCCOc1ccc(NC(=O)C(=O)NCCCn2ccnc2)cc1	3.9%	1.1%	i	11.6%	-5.5%	-0.8%	-0.1	2.9%	2.4%
CC(=O)NC(=S)Nc1ccccc1N1CCCCC1	-4.4%	0.1%	i	-23.9%	-17.3%	0.0%	0.1	?	0.0%
Cc1noc(NS(=O)(=O)c2ccc(NC(=O)C(C)(C)C)cc2)c1C	-3.0%	4.1%	i	8.7%	-5.8%	-0.4%	0.2	-38.6%[inhibitor]	-5.8%
Cc1cccc(NS(=O)(=O)c2cccc(C(=O)N3CCN(c4ccccn4)CC3)c2)c1	0.0%	-3.2%	i	?	?	-0.7%	2.3	0.0%	1.6%
N#C/C(=N\Nc1ccc(Cl)c(Cl)c1)C(=O)C1CC1	-28.9%	?	i	7.08µM*	-21.3%	5.2%	1.8	7.2%	1.5%
Cc1ccc(-c2n[nH]c(=S)n2C)cc1	-32.3%	6.1%	i	-1.4%	12.4%	-0.1%	-1.4	0.0%	-3.4%
Cc1ccc(/C=C/c2onc(C)c2S(=O)(=O)N2CCC(C(=O)NCc3ccc(C)o3)CC2)cc1	-11.3%	7.9%	.	-21.7%	.	0.5%	.	-4.6%	.
O=C(CC(NC(=O)c1ccccc1Cl)c1ccccc1)Nc1ccc2c(c1)OCO2 (stereo not drawn)	3.1%	1.7%	i	-4.2%	13.5%	-0.3%	-3.5	15.4%	-1.5%
Cc1cccc(CCN2C(N(C)C)=NC[C@@H]2Cc2ccccc2)c1	-2.5%	-14.4%	i	2.1%	-10.0%	-3.1%	-0.6	-11.9%	-0.2%
COc1ccc(C)cc1NC(=O)CN(C)S(=O)(=O)c1ccc2c(c1)CCCN2C(C)=O	0.5%&-28.8%	-0.3%&-0.2%	i	1.3%&-0.1%	?	0.1%&3.5%	0.1	6.4%&-10.0%	0.5%
Cn1ncc2c(NCCO)nc(Cl)nc21	2.5%	0.7%	i	15.8%	-2.6%	0.4%	-1.7	7.8%	.
Cc1ccc(-c2ccc(/C=N\NC(=O)C3C(=O)NCC3c3ccccc3)o2)cc1Cl (stereo not drawn)	-110.6%	-25.2%	i	?	?	-0.3%	1.7	-2.7%	-0.9%
Cc1ccc(O)c(-c2cc(-c3cccc(Br)c3)n[nH]2)c1	-67.2%	2.7%	i	?	?	8.0%	-1.4	-93.7%[inhibitor]	-1.7%
Cc1ccccc1NC(=O)COc1coc(CN2CCN(c3ccccc3)CC2)cc1=O	-0.8%	0.6%	i	7.2%	-23.2%	0.0%	-0.7	12.9%	0.1%
Cc1cc(C(=O)OCn2nnc3ccccc3c2=O)c(C)n1-c1ccccc1	1.5%	-3.7%	i	-3.6%	27.5%	6.6%	-3.1	3.1%	1.2%
O=C(CC[C@H]1O[C@@H](n2cnc3c(NC(=O)c4ccccc4)ncnc32)[C@H](O)[C@@H]1O)NCC1CCN(Cc2ccccc2)CC1	1.5%	.	i	-0.8%	.	-1.3%	-4.3	-12.8%	.

Screens: PubChem BioAssay, National Center for Advancing Translational Sciences (NCATS)
